Screening data: PubChem BioAssay, The Scripps Research Institute Molecular Screening Center
SRC1 TRFRET art: flags TR-FRET format artefacts in PPARgamma SRC-1 recruitment agonist screen; AID 1051; TR-FRET ratio at 8 µM; TR-FRET detection artefact counter-screen, emission ratio; active compounds read high; 0.34% of 99,000 active; in the data active = TR-FRET ratio above about 2300; also: inactives centre near 1800; reference of the scale not given here
SRC3 TRFRET art: counter-screen for PPARgamma SRC-3 recruitment agonists: TR-FRET artefact | 0.39% of 99,000 active | PPARgamma/SRC-3 format; active compounds read high | TR-FRET ratio at 8 µM; in the data active = TR-FRET ratio above about 2000; also: inactives centre near 1600; reference of the scale not given here
The depositor's hits bear a star. A portion of the library (hit frequency here may not be typical).

SMILES	SRC1 TRFRET art	SRC3 TRFRET art
CC1=CS(=O)(=O)CC1Sc1nc(C)n[nH]1 (centres undefined)	1746	1254
C[C@]12C[C@H](O)[C@H]3[C@@H](CCC4=CC(=O)CC[C@@]43C)[C@@H]1CC[C@@H]2C(=O)CO	1948	1662
O=C(Cn1ccc(C(F)(F)F)n1)Nc1cccc(S(=O)(=O)N2CCCCC2)c1	1793	1575
Cc1ccc(C2=NN(C(=O)c3cccs3)C(c3ccccc3O)C2)cc1 (centres undefined)	1728	1511
COCC(=O)Nc1ccc(C(=O)Nc2ccccc2Cl)cc1	1823	1625
CCN(CC)S(=O)(=O)c1ccc(N2CCCC2)c(NS(=O)(=O)c2ccc([N+](=O)[O-])cc2)c1	2005	1576
Cc1ccc(-c2sc(-c3ccccc3)nc2CC(=O)Nc2ccccc2F)cc1	1887	1543
COc1ccc(Br)cc1C(=O)Nc1ccc(C(=O)NCC(C)C)cc1	1646	1306
O=C(c1ccc(CSCc2ccccc2F)o1)N1CCN(c2ccc(N3CCOCC3)nn2)CC1	1560	1439
CSc1nnc(CNC(=O)c2ccccc2)n1-c1ccc(F)cc1	1675	1328
CC(=O)Nc1ccc(NS(=O)(=O)c2cc([N+](=O)[O-])ccc2C)cc1	2005	1666
COc1cccc(C2CC(c3cccc(OC)c3)n3nc(N)nc3N2)c1 (centres undefined)	2048	1723
CCc1ccccc1Nc1nc(N)nc(CSCC(=O)Nc2ccc(C)c(C)c2)n1	1828	1590
CCCCCC(=O)Nc1cccc2ccccc12	1685	1509
CC(=O)NC(Cc1ccccc1)C(=O)OCC(=O)c1ccc(F)cc1 (centres undefined)	1854	1667
Cc1cccc(C)c1OCCNC(=O)OCc1ccccc1	1737	1504
COc1ccc(-c2[nH]ncc2CN2CCCO2)c(F)c1	1798	1750
Cc1nn(C)cc1C(C(=O)NC1CCCCC1)N(Cc1ccc(F)cc1)C(=O)c1cnccn1 (centres undefined)	2087	1546
CC(=O)Nc1sc(C)c(C)c1C(=O)OC(C)C	1692	1442
O=C(Cn1ncc2c(=O)oc3ccccc3c21)N(Cc1ccco1)C1CCCCC1	1648	1470
O=C(C1CCN(C2CCN(C/C(Cl)=C/c3ccccc3)CC2)CC1)N1CCOCC1	1876	1491
Cc1cc(C)nc(-n2ncc3c2CC(c2ccccc2C)CC3=O)n1 (centres undefined)	1448	1546
CCOC(=O)c1c(NC(=O)COc2ncnc3ccccc23)sc(C)c1CC	1740	1606
O=C(/C=C/c1ccc([N+](=O)[O-])cc1)NNC(=O)C1CC1	1910	1503
CCCCCCC(=O)N=Nc1c(O)[nH]c2ccc([N+](=O)[O-])cc12	2117	1781

(list continues)
SMILES	SRC1 TRFRET art	SRC3 TRFRET art
CCc1cccc(C)c1NC(=O)COC(=O)c1ccc2c(c1)S(=O)(=O)c1ccccc1C2=O	2153	1693
CC(C)(C)NC(=O)c1cc(-c2ccccc2)n[nH]1	1996	1734
O=C(NCc1ccc(F)cc1)c1ccc[nH]1	1839	1464
O=c1c2c(nc3cc(-c4cccc(F)c4)[nH]n13)CCC2	1606	1626
Cc1ccc(NC(=O)c2cccs2)cc1[N+](=O)[O-]	1614	1545
Cc1sc(NC(=O)c2ccccc2)c(C(c2ccccn2)N2CCN(CCO)CC2)c1C (centres undefined)	1930	1549
COC(=O)c1sccc1NC(=O)CSCC(=O)O	1661	1588
COc1ccc(/C(C)=N/NC(=O)C2C3CCCCC32)c(OC)c1 (centres undefined)	1779	1427
COc1cc(NC(=O)c2cccc(Cl)c2)ccc1NC(=O)c1cccs1	1925	1678
O=C(O)CCCCCNc1ccc2nsnc2c1[N+](=O)[O-]	1702	1496
NS(=O)(=O)c1ccc(CNC(=O)Cc2c(F)cccc2Cl)cc1	1898	1717
Cc1ccc(C(=O)N/N=C\C=C\c2ccc(Br)cc2)cn1	2192	1819
CN(C(=O)COc1ccccc1)C1CCS(=O)(=O)C1 (centres undefined)	1664	1658
O=C(NNC(=O)c1ccccc1-c1ccccc1C(=O)O)c1ccccc1	1645	1566
Cc1cccc(N2C(=S)NC3c4ccccc4OC2(C)C3C(=O)N(C)C)c1 (centres undefined)	1692	1588
Cc1nn(C)cc1CN(C)C(=O)c1sc2cccc(Cl)c2c1Cl	2068	1542
CN(C)c1ccc(/C=C(\C#N)C(=O)NCc2ccco2)cc1	1836	1449
CCOC(=O)C1=C(C)NC(=O)NC1c1c(C)nn(-c2ccccc2)c1Cl (centres undefined)	1564	1340
CC1=CCC2(CO)COC(c3ccccc3O)C1C2 (centres undefined)	1721	1511
COc1ccc(/C=c2\s/c(=C(/C#N)C(=O)NCc3ccco3)n(-c3ccccc3)c2=O)cc1	1726	1411
CCC(C)/C(C)=N/NC(=O)c1ccccc1OCCOc1ccccc1 (centres undefined)	1907	1508
COc1ccc(C(=O)N2CCC(n3c(C)nc4cc(F)ccc43)CC2)cc1	1848	1504
CCOC(=O)c1ccc(NC(=O)C2CC(=O)Nc3nc4ccccc4n32)cc1 (centres undefined)	1994	1939
CC(=O)Nc1ccc2nc(SCC(=O)N3CCOCC3)sc2c1	1995	1523
COc1cc2c(-c3ccc(O)cc3)nc3c(c(C)nn3-c3ccccc3)c2cc1OC	1958	1551

4 structures from above, ordered by molar mass, largest number first.
SMILES	SRC1 TRFRET art	SRC3 TRFRET art
CCc1cccc(C)c1NC(=O)COC(=O)c1ccc2c(c1)S(=O)(=O)c1ccccc1C2=O	2153	1693
COc1cc2c(-c3ccc(O)cc3)nc3c(c(C)nn3-c3ccccc3)c2cc1OC	1958	1551
CCOC(=O)C1=C(C)NC(=O)NC1c1c(C)nn(-c2ccccc2)c1Cl (centres undefined)	1564	1340
O=C(O)CCCCCNc1ccc2nsnc2c1[N+](=O)[O-]	1702	1496

Next structures:
SMILES	SRC1 TRFRET art	SRC3 TRFRET art
CCN(CC)S(=O)(=O)c1ccc(/C=C/C(=O)Nc2ccc(Br)cc2F)cc1	1857	1431
O=C1CC(C(=O)O)S/C(=N\NC(=O)c2ccc(F)cc2)N1 (centres undefined)	1926	1647
Cc1ccc(C(=O)NC(=S)Nc2ccccc2N2CCCC2)cc1[N+](=O)[O-]	1715	1476
Fc1cccc(-c2nnn3c2nc(Cl)c2ccccc23)c1	1805	1627
COc1cc(/C=N/NC(=O)Nc2ccccc2)ccc1OC(C)=O	1783	1592
COc1cccc(NC(=O)c2csc3c2CCCC3)c1	1967	1457
Cn1c(-c2ccc(=O)[nH]c2)nc2ccccc21	1791	1532
CC(Sc1nnnn1-c1ccc(Cl)cc1)C(=O)NCC(=O)Nc1ccc(F)c(F)c1F (centres undefined)	1842	1393
Cc1cc(NS(=O)(=O)c2ccc(NC(=O)c3ccc(Br)o3)cc2)nc(C)n1	1836	1549
N#C/C(=C\c1cccnc1)C(=O)Nc1ccccc1	1599	1359
CC(C)(C)NC(=O)c1cc([N+](=O)[O-])ccc1N1CCCCC1	1902	1484
O=C(COc1ccccc1C(=O)Nc1ccccc1)NCCc1ccccc1	1990	1438
CSc1ccccc1NC(=O)c1cnc2scc(C)n2c1=O	1587	1633
Cc1ccc(NC(=O)COC(=O)Cn2cnc3c2c(=O)n(C)c(=O)n3C)cc1Cl	1633	1610
COc1ccc(CNC(=O)NC(C)(C)c2cccc(C(C)(C)NC(=O)NCc3ccc(OC)cc3)c2)cc1	1873	1609
O=C(CC(NC(=O)C(F)(F)F)c1ccccc1)Nc1nnc(CCc2ccccc2)s1 (centres undefined)	1823	1745
Cc1noc(C)c1S(=O)(=O)N1CCCC(C(=O)N2CCN(C3CCCCC3)CC2)C1 (centres undefined)	1761	1516
FC(F)(F)c1cccc(Cc2noc(CN3CCCC(CN4CCCC4)C3)n2)c1 (centres undefined)	1863	1700
Cc1cc(F)c(F)cc1C(=O)N1CCCC1	1801	1634
Cc1ccccc1OCC(O)CN(CCO)Cc1ccccc1 (centres undefined)	1939	1652
COc1ccccc1CNC(=O)c1ccc(-c2ccccc2Cl)o1	1697	1490
O=c1cc(O)c2c(=O)n(Cc3ccccc3)c3ccccc3c2o1	1503	1464
CCOc1ccc(NC(=O)C2C3C=CC4(CN(C(C(=O)OC)C(C)C)C(=O)C24)O3)cc1 (centres undefined)	1879	1459
CC1CCN(S(=O)(=O)c2ccc(S(=O)(=O)N3CCC4(CC3)OCCO4)cc2)CC1	1657	1507
Cn1c(=O)c(=O)n(C)c2cc(S(=O)(=O)NCc3ccc(Cl)cc3)ccc21	1725	1478

Carrying on.
SMILES	SRC1 TRFRET art	SRC3 TRFRET art
C=CCn1c(O)c(N=NC(=O)OCC)c2ccccc21	1570	1325
O=C(Nc1ccc(Cl)cc1C(F)(F)F)C(Sc1cccc[n+]1[O-])c1ccccc1 (centres undefined)	1657	1672
COc1ccc(CC(=O)N2N=C(C)CC2(O)C(F)(F)F)cc1 (centres undefined)	1936	1449
Cc1cc(/C=N/NC(=O)c2ccncc2)c(C)n1-c1ccccc1	1839	1474
S=C(NCCCN1CCOCC1)Nc1cccc(Cl)c1	1804	1610
Cc1cc(C)c(COc2ccc(/C=N/n3c(C)n[nH]c3=S)cc2)c(C)c1	1697	1459
COc1ccc(N=Cc2nc(-c3ccccc3)oc2OC(=O)c2ccccc2)cc1	1519	1519
Cn1c(=O)c2c(SCc3ccccc3)nc(-c3ccco3)nc2n(C)c1=O	1792	1270
COc1ccc2cnnc(SCC(=O)Nc3ccc(C(C)=O)cc3)c2c1OC	1693	1441
Nc1nnc(CSCc2cccc(Br)c2)s1	1847	1719
O=C(Cc1ccc(Cl)cc1)Nc1ncccn1	1670	1388
CC(C)c1ccc(NC(=O)N2CCN(S(=O)(=O)c3ccccc3)CC2)cc1	1727	1504
CC(=O)Nc1cccc(OCc2ccc(F)cc2)c1	1545	1531
Cc1cccc(N(C(=O)CCC(=O)Nc2cc(C)on2)C(C(=O)NC2CCCC2)c2ccncc2)c1 (centres undefined)	1644	1599
Cc1csc(NC(=O)CSc2nnc(C)s2)n1	2020	1601
Cc1ccc(N2C(=O)N(CC(=O)Nc3ccc(C)c(C)c3[N+](=O)[O-])C(=O)C2C)cc1 (centres undefined)	1686	1494
Cc1ccc(N2C(S)=C(C#N)C(=O)NC23CCCCC3)cc1	1638	1483
CC1CN(C(=S)Nc2ccccc2)N(c2ccccc2)C1 (centres undefined)	1978	1567
COc1cc(/C(C)=N/N2CCOCC2)cc(OC)c1OC	1607	1501
Cc1n[nH]c(C)c1CS(=O)(=O)c1ccccc1	1407	1498
COc1cccc(C(=O)NC(=S)Nc2ccc(N(C)C)cc2)c1	1829	1829
Cc1c(/C=N\NC(=O)c2cc3ccccc3o2)c2ccccc2n1C	2031	1651
CCCOC(=O)c1ccc(-c2ccc(C=O)o2)cc1	1745	1510
CCC(=O)N1C(=O)C2(Nc3ccccc3N2)c2ccccc21	1813	1538
CCCCN(CC)CCCNC(=O)c1ccc(CSc2nc3ccncc3[nH]2)cc1	1912	1543

One compound at a time, from the list above. Screens in order: SRC1 TRFRET art, SRC3 TRFRET art
CSc1ccccc1NC(=O)c1cnc2scc(C)n2c1=O in the list: 1587, 1633
COc1ccc(-c2[nH]ncc2CN2CCCO2)c(F)c1 in the list: 1798, 1750

Back to the main list, starting four compounds before the break.
SMILES	SRC1 TRFRET art	SRC3 TRFRET art
Cc1c(/C=N\NC(=O)c2cc3ccccc3o2)c2ccccc2n1C	2031	1651
CCCOC(=O)c1ccc(-c2ccc(C=O)o2)cc1	1745	1510
CCC(=O)N1C(=O)C2(Nc3ccccc3N2)c2ccccc21	1813	1538
CCCCN(CC)CCCNC(=O)c1ccc(CSc2nc3ccncc3[nH]2)cc1	1912	1543
COc1ccc2c(c1)c1c3n2CCN(C)C3=NCC1	1684	1501
c1ccc(NCC2OCc3ccccc3CO2)cc1	1793	1686
O=C(O)CCCN1C(=O)C2C3CC(C2C1=O)C1C(c2ccccc2)c2sc(=O)n(-c4ccccc4)c2SC31 (centres undefined)	1872	1518
CN(C)c1nc(Cl)nc(N(C#N)CCOc2ccccc2)n1	1912	1783
CCNC(=O)c1ccc(N(C)S(=O)(=O)c2cccs2)cc1	1637	1546
COc1ccc(-c2ccc(CCC(=O)O)n2CC(=O)Nc2cccc(OC)c2)cc1	1754	1253
Cc1nnc(SCC(=O)c2ccc(Cl)cc2)s1	2185	1512
CCOC(=O)C(=NCCCN1CCOCC1)NNc1cccc(C(F)(F)F)c1	1742	1474
Cn1ccs/c1=N\C(=O)Nc1cccc(Cl)c1	1946	1614
CCN(CC)S(=O)(=O)c1cccc(C(=O)NCC(c2ccccc2)N(C)C)c1 (centres undefined)	1836	1601
Cc1ccc(SCC(=O)NCC2CCCO2)cc1 (centres undefined)	1609	1652
CC(=O)CSc1nc2cc3c(cc2cc1C#N)OCCO3	1868	1826
O=C(NN1CCOCC1)c1cc(-c2ccc(Cl)c(Cl)c2)nc2ccccc12	1862	1562
Cn1c(SCc2ccccc2)nnc1-c1ccco1	1819	1476
COc1ccc(NC(=O)C(c2ccc(C)cc2)N(C)C(=O)CC2NC(=O)NC2=O)cc1 (centres undefined)	1628	1380
COC(=O)c1cc2nc(-c3ccc(C)cc3)cc(C(F)(F)F)n2n1	1720	1683
Cc1cc(C)cc(N(CC(=O)Nc2ccccc2-c2ccccc2)S(=O)(=O)c2ccccc2)c1	1751	1833
O=C(NCCN1CCCC1)c1ccc(Cl)cc1	1732	1541
Cc1cc(/C=C2\NC(=O)N(Cc3ccc(Cl)cc3)C2=O)c(C)n1C	1586	1595
O=C(Cn1cnc2c(nnn2Cc2ccccc2)c1=O)c1ccccc1	1719	1496
O=C(CSc1ccc(-c2ccco2)nn1)c1ccc(F)cc1	1837	1660
COc1ccccc1/C=C1/SC(=O)N(CCC(=O)Nc2ccc(S(=O)(=O)Nc3nccs3)cc2)C1=O	1758	1438
COc1ccc(C(=O)C[n+]2cccc(C)c2)cc1	1528	1498
